Assay outcomes (PubChem BioAssay)
GalR3 antagonist – blocks the human galanin receptor 3. HEK293 GalR3-CNG cAMP membrane potential fluorescence; galR3 body fused to GalR1 C-terminus. inhibition, % at 3 µM. hit rate 0.44% among 360,000. AID 651719;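 active = inhibition above the screen-wide average plus 3 SD, cut at about 13% in these data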;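 also: forskolin and galanin both at EC90 stimulate the cells; cAMP rise reported by CNG channel membrane potential dye signal; 0% = forskolin plus galanin with DMSO and 100% = forskolin alone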
Target sequence (O60755 1-299 limits assumed): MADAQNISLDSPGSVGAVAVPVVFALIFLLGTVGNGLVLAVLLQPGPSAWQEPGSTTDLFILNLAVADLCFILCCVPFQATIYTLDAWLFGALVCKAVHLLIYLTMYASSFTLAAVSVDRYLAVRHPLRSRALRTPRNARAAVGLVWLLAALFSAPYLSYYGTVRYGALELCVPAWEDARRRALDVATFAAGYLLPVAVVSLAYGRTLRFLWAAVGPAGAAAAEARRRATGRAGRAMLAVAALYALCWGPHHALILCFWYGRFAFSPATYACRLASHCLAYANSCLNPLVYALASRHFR
* hit, by the source's call. Some of the compounds tested; rates above refer to the full screens.

What do the screens show for `O=C(Nc1cc(Cl)ccc1Cl)N1CCN(C(=O)Nc2cc(Cl)ccc2Cl)CC1`?
GalR3 antagonist: -6.1

What do the screens show for `OC(c1ccccc1)(c1ccccc1)C1CCN(CCCOc2ccccc2Cl)CC1`?
GalR3 antagonist: -10.0

What do the screens show for `O=S(=O)(NC(CO)Cc1ccccc1)c1ccc(Br)cc1F` (centres undefined)?
GalR3 antagonist: -4.9

What do the screens show for `CC(C)(C)S(=O)N1Cc2ccc(CO)cc2[C@H]1CCO` (some centres undefined)?
GalR3 antagonist: -4.8

Results for CSC1=Nc2ccccc2N=C(N2CCCC2)C1 ?
GalR3 antagonist: -4.4

Results for COc1cccc(-c2cc3nc(NCc4ccc5occc5c4)n(C)c(=O)c3s2)c1 ?
GalR3 antagonist: -6.9

How did CCC(C)[C@H](NC(=O)[C@@H]1Cc2ccccc2CN1)C(=O)NCc1ccc(C)cc1 (some centres undefined) do in these assays?
GalR3 antagonist: -7.9

What do the screens show for `OC[C@@H]1CN(Cc2ccco2)C[C@H](n2cnc3c(NCc4ccc(F)cc4)ncnc32)O1`?
GalR3 antagonist: -7.3

What do the screens show for `Cc1cc2oc(C(=O)NCC(c3ccco3)N3CCCC3)c(C)c2cc1C` (centres undefined)?
GalR3 antagonist: -6.0

What do the screens show for `COc1ccc(-c2nc3ccc(C)cn3c2CC(C)(C)C)cc1OC`?
GalR3 antagonist: -4.8

How did CC(C)[C@@H](C(=O)N[C@@H](CCc1ccc(O)cc1)C(=O)O)N(C)C(=O)[C@H](CO)NC(=O)[C@@H](O)[C@H](N)CCCCCCCCl do in these assays?
GalR3 antagonist: -3.5

Results for CN1NC(=O)CC1c1ccccc1 (centres undefined) ?
GalR3 antagonist: -2.8

What do the screens show for `CC(C)CN(C(=O)c1ccc(S(=O)(=O)N2CCCCC2)cc1)C1CCS(=O)(=O)C1` (centres undefined)?
GalR3 antagonist: -1.8

What do the screens show for `O=C(NCc1ccc(C(F)(F)F)cc1)c1ccc(-c2ccc(F)c(F)c2)c2ccoc12`?
GalR3 antagonist: -6.3

What do the screens show for `O=C1NC(=S)NC1=Cc1ccc(O)cc1`?
GalR3 antagonist: -0.3

Results for CCOC(=O)C1=C(COC(=O)CNS(=O)(=O)c2c(F)cc(F)cc2Br)NC(=O)NC1C (centres undefined) ?
GalR3 antagonist: -2.2

What do the screens show for `COCCNc1nc(-c2cc(F)ccc2C)c2sc(-c3ccccc3)cc2n1`?
GalR3 antagonist: -6.8

How did CCOC(=O)NC1CCc2cc(OC)c(OC)c(OC)c2-c2ccc(SC)c(=O)cc21 (centres undefined) do in these assays?
GalR3 antagonist: 3.2

What do the screens show for `C[C@@H]1CN([C@H](C)CO)C(=O)CCCn2cc(nn2)CO[C@H]1CN(C)C(=O)OCc1ccccc1`?
GalR3 antagonist: -7.1

Results for CC(=NNC(=S)N1CCC1)c1ccccn1 ?
GalR3 antagonist: -1.2

How did O=C(Nc1ccccc1)Nc1ncc(C(F)(F)F)cc1Cl do in these assays?
GalR3 antagonist: -7.1

How did Cc1ccc(S(=O)(=O)N2CCN(C(=O)COC(=O)COc3ccc(Br)cc3)CC2)c(C)c1 do in these assays?
GalR3 antagonist: -2.8

What do the screens show for `O=C(CSc1nnc2ccccn12)Nc1ccccc1[N+](=O)[O-]`?
GalR3 antagonist: -7.9

How did COc1ccc(F)cc1-c1cc(C(=O)Nc2ccc(C)c(NS(C)(=O)=O)c2)[nH]n1 do in these assays?
GalR3 antagonist: 1.5

What do the screens show for `C[C@@H]1CN([C@@H](C)CO)C(=O)CCCn2cc(nn2)CO[C@H]1CN(C)C(=O)C1CCCCC1`?
GalR3 antagonist: -5.3

How did O=C(NC(c1cccnc1)c1ccc2c(c1)OCO2)C1CCN(CCOc2ccc(Cl)cc2Cl)CC1 (centres undefined) do in these assays?
GalR3 antagonist: -7.7

What do the screens show for `CCCN(CCC)CCNC(=O)Cn1cc2c(n1)-c1c(oc(C(=O)N3CCCC3)c1C)CC2`?
GalR3 antagonist: -2.7

Results for COc1cccc2c1C(=O)c1c(O)c3c(c(O)c1C2=O)CC(O)(C(=O)CO)CC3OC1CC(N(C)C)C(O)C(C)O1 (centres undefined) ?
GalR3 antagonist: -4.0

How did O=c1cc(CN2CCN(c3ccccc3)CC2)c2ccccc2o1 do in these assays?
GalR3 antagonist: -8.2

What do the screens show for `CC1(C(=O)NCc2ccccc2)CN(S(C)(=O)=O)CC(=O)N1CCc1c[nH]c2ccccc12` (centres undefined)?
GalR3 antagonist: -5.9

The last 2 compounds of the section above open the next one:
How did O=c1cc(CN2CCN(c3ccccc3)CC2)c2ccccc2o1 do in these assays?
GalR3 antagonist: -8.2

What do the screens show for `CC1(C(=O)NCc2ccccc2)CN(S(C)(=O)=O)CC(=O)N1CCc1c[nH]c2ccccc12` (centres undefined)?
GalR3 antagonist: -5.9

Results for CN(C)CCNC(=O)c1cccc2c(-c3ccc(F)c(F)c3)coc12 ?
GalR3 antagonist: -7.0

How did CN(C(=O)c1cccc(NC(=O)Cc2cccc(NC(=O)C3CCCN(C(=O)c4ccccc4)C3)c2)c1)C1CC1 (centres undefined) do in these assays?
GalR3 antagonist: 9.5

What do the screens show for `Nc1ccn([C@@H]2O[C@H](CNS(=O)(=O)c3cc4ccccc4s3)[C@@H](O)[C@H]2O)c(=O)n1`?
GalR3 antagonist: -2.9

What do the screens show for `O=C(CC[C@H]1O[C@@H](n2ccc(=O)[nH]c2=O)[C@H](O)[C@@H]1O)NCC(c1ccccc1)c1ccccc1`?
GalR3 antagonist: -7.1

How did COc1ccc(C(C)=O)cc1Cn1c(C)c(C(=O)NCc2cccc(C)c2)sc1=O do in these assays?
GalR3 antagonist: -3.6

Results for O=C(COC(=O)C12CC3CC(CC(O)(C3)C1)C2)Nc1cccc(Br)c1 ?
GalR3 antagonist: 3.2

Results for COCCN(C(=O)CSc1nnc(-c2cccc(Cl)c2)n1N)c1c(N)n(CC(C)C)c(=O)[nH]c1=O ?
GalR3 antagonist: -5.0

How did O=C1Cc2c([nH]c3ccc(Br)cc23)-c2ccccc2N1 do in these assays?
GalR3 antagonist: -3.4

Results for COc1ccc(-c2cc(-c3ccccc3)c(-c3ccccc3)nn2)cc1 ?
GalR3 antagonist: -4.8

How did C[C@H](CO)N1C[C@H](C)[C@@H](CN(C)C(=O)Nc2ccccc2)Oc2ncc(-c3ccc(C#N)cc3)cc2C1=O do in these assays?
GalR3 antagonist: -4.3

What do the screens show for `CCC(=O)N1CCC(C)(C(=O)Nc2ccc3c(c2)OCCO3)C1` (centres undefined)?
GalR3 antagonist: -6.3

What do the screens show for `OC(c1cccc(Cl)c1)c1nc(-c2cc3ccccc3o2)cs1` (centres undefined)?
GalR3 antagonist: -3.9

How did COc1ccccc1-c1cc2nc(NCCc3ccc(S(N)(=O)=O)cc3)ccn2n1 do in these assays?
GalR3 antagonist: -1.2

Results for CC(=O)Nc1cccc(-c2ccnc3c2CC(C(=O)Nc2ccc(Cl)cc2)O3)c1 (centres undefined) ?
GalR3 antagonist: 2.7

How did CC[C@]1(C(=O)OC)[C@H]2C(=O)N(C)C(=O)[C@H]2[C@H]2CN(C)C(=NC3CCCCC3)N21 do in these assays?
GalR3 antagonist: -9.2

Quoted at random: two records from the list
How did CN(C(=O)c1cccc(NC(=O)Cc2cccc(NC(=O)C3CCCN(C(=O)c4ccccc4)C3)c2)c1)C1CC1 (centres undefined) do in these assays?
GalR3 antagonist: 9.5

How did COc1ccccc1-c1cc2nc(NCCc3ccc(S(N)(=O)=O)cc3)ccn2n1 do in these assays?
GalR3 antagonist: -1.2

Some of these compounds in order of number of heavy atoms, lowest first:
Results for CC(=O)Nc1cccc(-c2ccnc3c2CC(C(=O)Nc2ccc(Cl)cc2)O3)c1 (centres undefined) ?
GalR3 antagonist: 2.7

How did COc1ccccc1-c1cc2nc(NCCc3ccc(S(N)(=O)=O)cc3)ccn2n1 do in these assays?
GalR3 antagonist: -1.2

What do the screens show for `C[C@@H]1CN([C@@H](C)CO)C(=O)CCCn2cc(nn2)CO[C@H]1CN(C)C(=O)C1CCCCC1`?
GalR3 antagonist: -5.3

What do the screens show for `CCCN(CCC)CCNC(=O)Cn1cc2c(n1)-c1c(oc(C(=O)N3CCCC3)c1C)CC2`?
GalR3 antagonist: -2.7

Next part
Results for COc1ccc(N2CCN(C(=O)C(=O)c3cn(CC(=O)N4CCCC4)c4ccccc34)CC2)cc1 ?
GalR3 antagonist: -3.1

How did Cc1ccc(S(=O)(=O)N2[C@@H](Cc3ccccc3)CO[C@H]2CC(=O)OCc2ccccc2)cc1 do in these assays?
GalR3 antagonist: -1.5

What do the screens show for `CN1[C@@H](Cc2ccccc2)COc2cc(N3CCSCC3)ccc2S1(=O)=O`?
GalR3 antagonist: -6.1

Results for N#CCCN(Cc1ccccc1)C(C(=O)NC1CCCCC1)c1ccnc2ccccc12 (centres undefined) ?
GalR3 antagonist: -9.7

How did Nc1nc(SCc2ccccc2[N+](=O)[O-])c2ncn(Cc3ccccc3)c2n1 do in these assays?
GalR3 antagonist: 1.7

How did CC(OC(=O)c1ccc2c(c1)OCO2)C(=O)NC1CCCCC1 (centres undefined) do in these assays?
GalR3 antagonist: -6.5

What do the screens show for `Oc1cc(CNC2CCCCC2)c(O)cc1CNC1CCCCC1`?
GalR3 antagonist: -0.1

What do the screens show for `COC(=O)CC1(C(=O)OC)Nc2cc(Cl)c(Cl)cc2S(=O)(=O)N1O` (centres undefined)?
GalR3 antagonist: -2.9

How did COCCNC(=O)C1(C)CCN(Cc2ccc3ccccc3c2Br)C1 (centres undefined) do in these assays?
GalR3 antagonist: -8.2

Results for NC(CSC1(c2cccc3ccccc23)c2ccccc2-c2ccccc21)C(=O)O (centres undefined) ?
GalR3 antagonist: 3.0

How did CC(C)Nc1nc(Nc2ccc(Cl)cc2F)c2sccc2n1 do in these assays?
GalR3 antagonist: -10.3

What do the screens show for `OC[C@@H]1CN(Cc2ccc(F)cc2)C[C@H](n2cnc3c(N4CCOCC4)ncnc32)O1`?
GalR3 antagonist: -7.0

Results for O=C(Nc1cccc2c1CCCC2)c1cc(C2CCCCN2C(=O)OCCF)on1 (centres undefined) ?
GalR3 antagonist: 0.2

What do the screens show for `C[C@H](CO)N1C[C@H](C)[C@H](CN(C)S(=O)(=O)c2cccs2)Oc2ncc(-c3cc4ccccc4o3)cc2C1=O`?
GalR3 antagonist: -6.0

How did CC(C)C[C@@H](CO)NS(=O)(=O)c1c(F)cccc1F do in these assays?
GalR3 antagonist: -7.2

Results for Cc1ccc(F)cc1C(=O)N1CCCC(c2cc(C(=O)Nc3ccccc3)no2)C1 (centres undefined) ?
GalR3 antagonist: -2.9

What do the screens show for `OC[C@@H]1CN(Cc2ccc(Cl)cc2)C[C@H](n2cnc3c(N4CCCC4)ncnc32)O1`?
GalR3 antagonist: -0.2

How did Cc1cccc2c1NC(=O)C2=O do in these assays?
GalR3 antagonist: -4.1

What do the screens show for `Cc1ccc(S(=O)(=O)N2CC3(O)CN(C(=O)OC(C)C)N(C(=O)OC(C)C)CC3(OC(=O)NCc3ccccc3F)C2)cc1` (centres undefined)?
GalR3 antagonist: -6.0

What do the screens show for `Cc1ccc(OC2CCN(C(=O)[C@H]3O[C@@H](n4ccc(=O)[nH]c4=O)[C@H](O)[C@@H]3O)CC2)cc1`?
GalR3 antagonist: -6.4

Results for CCCCNC(=O)C1(C)CCN1C(=O)c1cc(-c2cccs2)oc1C (centres undefined) ?
GalR3 antagonist: -4.6

How did CC(=O)OC1CCC2(C)C(=CCC3C2CCC2(C)C3CC3ON=C(C)C32)C1 (centres undefined) do in these assays?
GalR3 antagonist: -3.2

How did CC1=C(C(=O)N(C(C)C)C(C)C)CC(CC(=O)NCCCCc2ccccc2)C(=O)N1Cc1ccccc1 (centres undefined) do in these assays?
GalR3 antagonist: -5.1

How did CCOC1=C2[C@@H](CN(S(=O)(=O)c3ccccc3C)[C@H]2c2ccc(Cl)cc2)[C@H]2C(=O)N(c3ccccc3)C(=O)[C@H]2C1 do in these assays?
GalR3 antagonist: -5.7

What do the screens show for `COC(=O)C1CC(C(=O)OC)C2C(C(=O)OC)CC(C(=O)OC)C12` (centres undefined)?
GalR3 antagonist: -4.8

What do the screens show for `CC(C)NC(=O)CN1CCN(C(c2cc3ccccc3o2)c2nnnn2C(C)(C)C)CC1` (centres undefined)?
GalR3 antagonist: -0.2

Results for CC(=O)Nc1cc(-c2ccc(F)cc2)cn2c(-c3ccc(F)c(Cl)c3)cnc12 ?
GalR3 antagonist: -3.9

Results for COc1cc(C(=O)O)ccc1OCc1ccccc1 ?
GalR3 antagonist: -0.6

What do the screens show for `COCCNC(=O)C1CCCN(C(=O)c2ccc(OC)c(F)c2)CC1` (centres undefined)?
GalR3 antagonist: -7.1

How did COC(=O)[C@@]12C[C@@H](CC(=O)N3CCN(C(=O)C4CC4)CC3)C(=O)N(Cc3ccc4c(c3)OCO4)C1=CCC(C)(C)C2 do in these assays?
GalR3 antagonist: -2.8

Results for COc1cc(C(=O)NC2CCN(C)CC2)ccc1Nc1ncc2c(n1)N(Cc1ccccc1)CCC(=O)N2C ?
GalR3 antagonist: -3.8

How did CCOc1cccc(C=NNc2nc(=O)cc(C(=O)OC)s2)c1O do in these assays?
GalR3 antagonist: -8.6

Results for COc1ccc(C2(CNC(=O)c3cc(OC)c(OC)c(OC)c3)CCCC2)cc1OC ?
GalR3 antagonist: 3.3

What do the screens show for `C=CCn1c(C)nnc1SCC(=O)Nc1cc(S(=O)(=O)N2CCCC2)ccc1Cl`?
GalR3 antagonist: -6.1

What do the screens show for `COc1ccc(C(C)(O)c2nc(-c3ccc4c(c3)OCO4)cs2)cc1` (centres undefined)?
GalR3 antagonist: -2.5

What do the screens show for `Clc1ccccc1-c1cc2nc(NCCCn3ccnc3)ccn2n1`?
GalR3 antagonist: 1.0

Results for C[C@H](CO)N1C[C@H](C)[C@@H](CN(C)C(=O)Cc2ccccc2)OCCCC[C@H](C)Oc2ccc(NC(=O)NC3CCCCC3)cc2C1=O ?
GalR3 antagonist: -1.4
